High-throughput results (PubChem BioAssay)
LRH-1 inv ag: LRH-1 (NR5A2) inverse agonists, primary screen, cell-based, luminescence, HEK293T, StAR-luciferase reporter. Nuclear receptor subfamily 5 group A member 2 (Homo sapiens), O00482. LRH-1 transfected, 24 h. inhibition, % at 3.6 µM. 0.13% of 360,000 active. AID 602396, 2012;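 active means inhibition above the mean inhibition of all tested compounds plus 3 SD, cut at about 73% in these data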;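 further: 0% = DMSO wells and 100% = reporter-only cells lacking LRH-1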
ABHD5 PLIN5 PPI: ABHD5-PLIN5 interaction inhibitors, primary screen, cell lysate, split luciferase complementation, luminescence. Perilipin-5 (Homo sapiens) + 1-acylglycerol-3-phosphate O-acyltransferase ABHD5 (Homo …. Split G. princeps luciferase complementation, 4 h. inhibition, % at 4 µM. 0.78% of 360,000 active;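 active means inhibition above the mean inhibition across every tested compound plus 3 SD, cut at about 22% in these data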;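 further: 0% = DMSO only wells and the 100% control is not disclosed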
TLR9-MyD88 inh: inhibitors of TLR9-MyD88 association in cells, primary screen, cell-based, CHO, BLA complementation, fluorescence. Toll-like receptor 9 (Homo sapiens) + Myeloid differentiation primary response protein …. AID 504734, 2011. inhibition, % at 4.98 µM. CCF4 FRET ratio. 0.21% of 340,000 active;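 active means inhibition above the mean over all tested compounds plus 3 SD, cut at about 21% in these data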;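 further: 0% = DMSO only wells and 100% = clavulanate BLA inhibitor control wells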
MC4R ag barr: MC4R agonists recruiting beta-arrestin, primary screen, cell-based, luminescence, agonist arm of biased-ligand search. U2OS MC4R beta-arrestin complementation; percent of melanotan II response, DMSO zero. 0.98% of 360,000 active. Melanocortin receptor 4 (Homo sapiens), P32245. activation, % at 8.9 µM;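 active means activation above a per-plate cutoff, the mean activation of sample wells on that plate plus 3 SD, cut at about 8% in these data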
NCOA2 inhibitor: inhibition of GAL4-SRC2 driven luciferase reporter, primary screen, SRC2 inhibitor project, cell-based, luminescence; HEK293 GAL4-SRC2 luciferase reporter; inhibition, % at 9 µM; 0.17% of 370,000 active; AID 651957, 2012;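 active means inhibition above the mean inhibition of all tested compounds plus 3 SD, set per campaign, cut at about 52% in these data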;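 further: 0% = DMSO treated cells and 100% = cells given Gossypol at 36 µM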
Target sequence (Q15596 whole entry, looked up, the tested form may be a part): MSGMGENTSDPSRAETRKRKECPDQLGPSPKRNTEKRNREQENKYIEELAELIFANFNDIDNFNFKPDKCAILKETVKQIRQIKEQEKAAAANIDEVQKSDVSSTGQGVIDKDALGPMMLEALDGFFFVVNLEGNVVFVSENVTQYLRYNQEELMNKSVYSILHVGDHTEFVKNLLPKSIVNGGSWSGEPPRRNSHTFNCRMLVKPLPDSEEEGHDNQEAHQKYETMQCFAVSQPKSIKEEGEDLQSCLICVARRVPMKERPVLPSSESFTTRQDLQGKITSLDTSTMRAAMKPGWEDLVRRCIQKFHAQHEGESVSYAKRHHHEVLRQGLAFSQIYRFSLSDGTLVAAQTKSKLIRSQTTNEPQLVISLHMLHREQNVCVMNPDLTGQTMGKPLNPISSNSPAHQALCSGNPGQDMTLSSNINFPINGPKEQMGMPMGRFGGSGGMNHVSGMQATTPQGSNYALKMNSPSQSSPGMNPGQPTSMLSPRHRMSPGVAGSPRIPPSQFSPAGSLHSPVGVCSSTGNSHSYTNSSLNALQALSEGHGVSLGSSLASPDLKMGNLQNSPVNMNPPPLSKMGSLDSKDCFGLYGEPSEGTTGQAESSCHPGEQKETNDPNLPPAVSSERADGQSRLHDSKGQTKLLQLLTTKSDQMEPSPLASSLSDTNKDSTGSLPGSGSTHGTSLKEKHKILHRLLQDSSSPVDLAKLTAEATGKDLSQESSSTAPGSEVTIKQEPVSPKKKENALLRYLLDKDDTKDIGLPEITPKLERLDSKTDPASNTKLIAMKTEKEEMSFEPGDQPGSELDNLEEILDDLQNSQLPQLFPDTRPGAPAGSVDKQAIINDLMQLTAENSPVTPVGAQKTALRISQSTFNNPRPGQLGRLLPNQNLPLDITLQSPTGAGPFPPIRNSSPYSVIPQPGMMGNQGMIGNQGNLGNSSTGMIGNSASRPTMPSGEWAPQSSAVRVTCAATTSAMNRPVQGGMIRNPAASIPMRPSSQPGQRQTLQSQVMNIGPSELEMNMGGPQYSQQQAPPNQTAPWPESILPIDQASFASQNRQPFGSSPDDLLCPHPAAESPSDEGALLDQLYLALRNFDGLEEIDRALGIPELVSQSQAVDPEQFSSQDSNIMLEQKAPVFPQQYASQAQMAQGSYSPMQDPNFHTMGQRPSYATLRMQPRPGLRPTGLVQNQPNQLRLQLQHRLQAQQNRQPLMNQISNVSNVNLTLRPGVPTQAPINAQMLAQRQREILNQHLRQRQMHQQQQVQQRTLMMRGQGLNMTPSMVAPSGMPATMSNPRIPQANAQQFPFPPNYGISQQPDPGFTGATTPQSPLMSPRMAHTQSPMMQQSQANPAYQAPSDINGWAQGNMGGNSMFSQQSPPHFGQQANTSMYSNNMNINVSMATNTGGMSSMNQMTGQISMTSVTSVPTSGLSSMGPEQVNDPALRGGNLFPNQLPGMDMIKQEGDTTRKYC
LMP1 NFkB inh: EBV LMP1-driven NF-kappaB luciferase reporter inhibitors, primary screen, cell-based, luminescence, single point; inhibition, % at 12.5 µM; LMP1-induced NF-kappaB luciferase reporter cells; AID 504558, 2011; 0.69% of 350,000 active; in the data active means inhibition above about 41%;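 further: 0% = neutral control wells and 100% = reference inhibitor control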
MC4R antag cAMP: MC4R antagonists of cAMP signaling, primary screen, cell-based, TR-FRET, antagonist arm of biased-ligand search; Melanocortin receptor 4 (Homo sapiens), P32245; MC4R-expressing cells, MTII-stimulated cAMP, LANCE TR-FRET; inhibition, % at 6.5 µM; 0.48% of 360,000 active;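 active means inhibition above its plate's cutoff, the mean of tested wells on that plate plus 3 SD, cut at about 29% in these data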;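 further: 0% = Melanotan II alone and 100% = Melanotan II plus saturating MCL0020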
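Assay system: U2OS cells stably expressing human melanocortin 4 receptor (MC4R) / Dosing: 6.5 µM / Timing: compound 30 min, challenge 1 h, detection 1 h / Measured by: Eu-cAMP/anti-cAMP TR-FRET, emission 671 nm / Replicates: singlicate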
NCOA1 inh: SRC1 coactivator transcriptional activity inhibitors, primary screen, cell-based, luminescence. AID 588354, 2011. inhibition, % at 3.6 µM. 0.12% of 360,000 active. Nuclear receptor coactivator 1 (Homo sapiens), Q15788. HEK293 GAL4-SRC1 luciferase reporter;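 active means inhibition above the campaign mean plus 3 SD, with each screening campaign given its own cutoff, cut at about 60% in these data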;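 further: 0% = DMSO treated cells and 100% = gossypol at 36 µM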
NCOA3 inh: SRC3 coactivator transcriptional activity inhibitors, primary screen, cell-based, luminescence; Nuclear receptor coactivator 3 (Homo sapiens), Q9Y6Q9; HEK293 GAL4-SRC3 luciferase reporter; inhibition, % at 3.6 µM; 0.17% of 360,000 active; AID 588352, 2011;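 active means inhibition above a per-campaign cutoff, the mean of all compounds plus 3 SD, cut at about 60% in these data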;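 further: 0% = DMSO-treated cells and 100% = gossypol-treated cells at 36 µM; higher means less SRC3-driven luciferase light from the GAL4 reporter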
NR2F2 inh: NR2F2 transcriptional activity inhibitors, primary screen, cell-based, luciferase reporter, HEK293T, luminescence; COUP transcription factor 2 (Homo sapiens), P24468; HEK293T NGFI-A luciferase reporter; inhibition, % at 8.6 µM; 0.7% of 370,000 active;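 active means inhibition above a per-plate cutoff, mean inhibition of test wells between control levels plus 3 SD, cut at about 38% in these data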;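 further: cells cotransfected with COUP-TFII expression vector driving the NGFI-A reporter; 0% = median of COUP-TF2 test wells and 100% = reporter-only cells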
NOD2-RIPK2 inh: NOD2-RIPK2 binding disruptors in cells, primary screen, fluorescence, CHO cells, BLA complementation. AID 624267, 2012. 0.38% of 360,000 active. inhibition, % at 4.98 µM. Receptor-interacting serine/threonine-protein kinase 2 (Homo sapiens), O43353. CCF4 ratio; in the data active means inhibition above about 21%;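 further: 0% = vehicle only and 100% = reference blocker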
The depositor's hits bear a star; . = no result given.

cpd | Structure | LRH-1 inv ag | ABHD5 PLIN5 PPI | TLR9-MyD88 inh | MC4R ag barr | NCOA2 inhibitor | LMP1 NFkB inh | MC4R antag cAMP | NCOA1 inh | NCOA3 inh | NR2F2 inh | NOD2-RIPK2 inh
1 | CCc1ccc2oc(=O)cc(CN3CCN(CCO)CC3)c2c1 | -3 | -4 | -5 | -1.9 | 0 | -1 | 4 | -3 | 13 | -16 | -7
2 | Oc1ccccc1C=NN1CCCCCC1 | -8 | 0 | 6 | 1.0 | -67 | -11 | -3 | -53 | -55 | -10 | 3
3 | COc1ccccc1NC(=O)Nc1cccnc1 | -17 | 8 | -3 | 3.8 | 2 | 4 | 9 | -7 | 3 | -9 | -5
4 | Cc1cc(Cl)ccc1OCCCC(=O)NCC1CCCO1 (configuration not stated) | -10 | -3 | 7 | 0.6 | 1 | -3 | 19 | -7 | -7 | 2 | 5
5 | COCCn1c(C)cc(C(=O)CSc2nc(C)c(C)c(C)n2)c1C | -10 | -5 | 0 | -3.2 | 12 | 2 | 2 | 5 | 6 | 15 | -6
6 | COc1ccc(N(C)C(=O)Nc2ccc3c(c2)nnn3C)cc1 | 6 | -6 | 4 | 2.7 | -1 | 4 | -7 | -1 | 17 | -14 | 1
7 | O=C(CCCN1C(=O)/C(=C/c2ccccc2)SC1=S)N1CCOCC1 | 16 | 9 | 12 | -0.9 | -13 | 3 | -9 | -18 | -23 | 12 | 15
8 | O=C(Nc1cccc2cccnc12)c1ccccc1Cl | -8 | -6 | . | -1.1 | -1 | . | 15 | -38 | -9 | -10 | -2
9 | O=c1cc(-c2ccccc2)oc2c1CCCC2 | -8 | -1 | . | . | . | . | . | -20 | -12 | . | 4
10 | CCCCc1ccc(NC(=O)CC(C)C)cc1 | -106 | -8 | 0 | -0.7 | -59 | -9 | 12 | -53 | -66 | -38 | -4
11 | CCc1noc(C)c1C(=O)OC(C)C(=O)c1c(C)[nH]c2ccccc12 (configuration not stated) | 13 | 2 | -11 | -3.8 | -25 | 6 | 1 | -2 | 14 | 22 | 3
12 | NC(=O)C1CCN(C(=O)c2cc(-c3ccc(Cl)s3)nc3ccccc23)CC1 | -9 | 19 | 13 | -0.9 | 4 | -13 | 9 | -20 | 0 | -9 | -11
13 | O=C(CCc1nnc(-c2ccc3c(c2)OCO3)o1)N1CCC(c2ccc(F)cc2)C1 (configuration not stated) | -57 | -7 | -5 | -0.8 | -28 | -26 | 11 | -45 | -33 | -15 | 5
14 | CCN(CC(=O)Nc1c(F)cccc1F)C(=O)C1CC(=O)N(c2ccc3c(c2)OCCO3)C1 (configuration not stated) | -5 | -3 | -5 | -0.9 | 6 | -16 | 8 | 10 | 11 | -1 | -12
15 | CCOC(=O)C1=CSC2=NS(=O)(=O)CCN12 | -14 | 6 | 0 | 0.0 | -14 | -33 | 3 | -3 | -8 | -10 | -5
16 | Cc1ccccc1NC(=O)c1ccc(F)c(S(=O)(=O)N2CCCCC2)c1 | -13 | 2 | -2 | -0.9 | 16 | 6 | 3 | 8 | 12 | -7 | 2
17 | COc1cccc(CNCCc2c[nH]c3ccccc23)c1OCc1ccccc1 | 8 | 13 | -2 | 7.3 | -2 | -5 | 8 | 6 | 19 | 3 | -63
18 | O=S(=O)(c1ccccc1F)N1CCC(Oc2ccc(-n3cnnn3)cc2)CC1 | 24 | -5 | -10 | -1.0 | 20 | -3 | 7 | -5 | -3 | 13 | -10
19 | COc1ccc(OC)c(NC(=O)CSc2nncc3ccc(OC)c(OC)c23)c1 | 6 | -12 | -3 | -3.8 | 18 | 2 | 0 | -8 | 5 | 3 | 8
20 | O=C(COc1ccccc1F)Nc1nc(-c2ccccn2)cs1 | -8 | -14 | 0 | -1.9 | -17 | 11 | 0 | -7 | -26 | 2 | -6
21 | CCN(CC(=O)NCc1cccs1)C(=O)COc1ccc(C(C)=O)cc1 | 17 | -2 | 4 | -1.2 | -11 | -5 | -2 | -8 | -9 | -14 | -12
22 | O=C(COc1ccc(-c2ccccc2)cc1)NNC(=O)Nc1ccccc1 | 11 | -4 | 7 | 2.7 | -6 | 2 | 0 | -27 | 8 | 5 | -8
23 | COCCNC(=O)C1(C)CCCN(C(=O)c2ccc(N(C)C)cc2)C1 (configuration not stated) | 11 | 3 | . | 0.8 | -9 | . | 6 | 3 | -3 | 14 | -8
24 | Cc1cc(C(=O)N/N=C/c2ccc3c(c2)OCO3)c(C)n1-c1ccc(F)cc1 | -25 | -12 | -10 | -1.1 | -63 | -6 | 5 | -6 | -13 | -6 | -4
25 | CNC(=S)Nc1ccccc1-c1ccccc1 | 6 | 2 | -5 | 1.1 | -2 | 1 | 3 | 7 | 8 | -1 | -1
26 | O=C(CSc1ncn[nH]1)Nc1ccc2c(c1)OCCO2 | -22 | 0 | 12 | -0.8 | -5 | -4 | 14 | -9 | -30 | -9 | 6
27 | CCOc1ccc(C(=O)Nc2nnc(S(=O)(=O)Nc3ccccc3C)s2)cc1 | -12 | 3 | 3 | 0.8 | -3 | 17 | 3 | -37 | -7 | 11 | 24*
28 | O=C(NC1CC2CCCC(C1)N2C(=O)Nc1ccccc1Cl)C1CC1 (configuration not stated) | -6 | -2 | 0 | -0.4 | 2 | -7 | 11 | -5 | 15 | 13 | -5
29 | O=S1(=O)CCOCCCN1Cc1ccc(Cl)cc1 | -2 | 4 | 6 | -1.6 | -26 | 2 | 2 | -11 | -10 | 5 | 4
30 | COc1ccc(NC(=O)CN(C)C(=O)CNC(=O)c2ccc3ccccc3c2)cc1 | -23 | -7 | -1 | -0.6 | -107 | -17 | 8 | -52 | -53 | -27 | 1
31 | CCOC(=O)/C(C#N)=C/c1ccc(SC)cc1 | 14 | 3 | -2 | 0.1 | -2 | 1 | -7 | -17 | 11 | -5 | -7
32 | CCOc1cc(/C=C(\C#N)C(=O)Nc2cccc(C(=O)O)c2)ccc1OCc1ccc(Br)cc1 | -3 | -7 | 1 | -0.7 | -10 | -8 | -4 | -5 | 3 | -8 | 2
33 | Cc1nn2c(NCCOCCO)c3c(nc2c1-c1ccccc1)CCCC3 | 10 | -3 | -1 | -2.5 | . | -8 | 8 | 7 | -6 | . | 5
34 | O=[N+]([O-])c1cccc(-c2cn3ccccc3n2)c1 | -121 | -2 | 2 | -1.5 | -42 | -42 | 13 | -93 | -101 | -28 | 3
35 | COc1ccc(NC(=O)c2cnc3sccn3c2=O)cc1 | -41 | 4 | 6 | -0.6 | -52 | -41 | 0 | -75 | -74 | -27 | -1
36 | O=S(=O)(NCc1ccccc1)c1ccc2c(c1)OCCO2 | -2 | -2 | -7 | 0.0 | -9 | 4 | 9 | 4 | -4 | -13 | -2
37 | CCC(=O)Nc1nnc(Cc2ccccc2)s1 | -7 | -5 | 16 | -0.1 | 6 | 2 | 7 | -10 | 10 | -15 | -4
38 | O=C(CC1C(=O)NCCN1Cc1cccc(C(F)(F)F)c1)NCCCOc1cccnc1 (configuration not stated) | -6 | -3 | -27 | -0.2 | -20 | -8 | 10 | 10 | 4 | 5 | -4
39 | Cc1nc(CC(=O)Nc2nccs2)cs1 | -4 | -4 | 0 | -1.2 | -7 | -3 | -3 | 6 | 4 | -7 | 2
40 | NC(=NCc1ccc2c(c1)OCO2)NC(=O)c1ccccc1 | 12 | -2 | 1 | -1.8 | -30 | 2 | 3 | 2 | 6 | 10 | -4
41 | CC1CCCC(NC(=O)Cc2ccc(Br)cc2)C1C (configuration not stated) | -5 | -3 | -7 | 2.4 | 0 | 8 | 4 | -16 | -8 | 15 | -2
42 | Cc1ccc(NC(=O)CN(C)Cc2nc3ccccc3c(=O)[nH]2)c(Br)c1 | -7 | -6 | -12 | -2.1 | -18 | -5 | 2 | -15 | -14 | 14 | -5
43 | Cc1ccccc1OCCOC(=O)c1cc(S(=O)(=O)N2CCCCC2)ccc1N1CCOCC1 | 12 | 6 | -16 | 0.8 | 17 | -11 | 13 | 6 | -10 | 35 | -3
44 | Cc1cc(-c2ccccc2)nc(N/N=C/c2cccnc2)n1 | -2 | -1 | 9 | 1.1 | 1 | -12 | 6 | -6 | -3 | -10 | -1
45 | CN1C(=O)C(O)(C2CCCCCC2=O)c2ccccc21 (configuration not stated) | -8 | 9 | 5 | 0.1 | -9 | 6 | 1 | 26 | 14 | -6 | -5
46 | CCCCN(C)C(=O)c1ccc2c(c1)N(CC)C(=O)c1ccccc1S2=O (configuration not stated) | -16 | -6 | -10 | -2.4 | -5 | 10 | 9 | -50 | -16 | 17 | 1
47 | O=c1[nH]cc(C=NNc2ccccc2)c(=O)[nH]1 | 4 | -1 | . | . | 3 | . | . | -1 | -7 | -2 | 5
48 | Cc1cccc(C(=O)Oc2ccc(/C=N/O)cc2)c1 | -103 | -4 | -7 | 2.9 | -50 | -34 | -12 | -99 | -81 | -60 | -3
49 | CCCNC(=O)C(Cc1cccc(Br)c1)NC(=O)c1ccc(C#N)cc1 (configuration not stated) | -1 | -2 | -2 | -0.5 | 4 | -8 | 8 | 0 | -3 | 0 | 5
50 | Cc1ccc(NC(=O)CNCc2ccccn2)cc1S(=O)(=O)N(C)C | -7 | 0 | -2 | -0.8 | -4 | -1 | 11 | -6 | -3 | -25 | -5
51 | Cc1nn(Cc2ccc(Cl)cc2)c(C)c1NC(=O)c1cc(-c2ccco2)on1 | 15 | 0 | 10 | 5.0 | 1 | 7 | -2 | -9 | -15 | 9 | 0
52 | Cc1ccc(C(=O)N2CCN(c3ccccn3)CC2)cc1 | -3 | 5 | -1 | -0.7 | -9 | -6 | 5 | -40 | 17 | 12 | -6

Record cards (already shown). Values in the order: LRH-1 inv ag, ABHD5 PLIN5 PPI, TLR9-MyD88 inh, MC4R ag barr, NCOA2 inhibitor, LMP1 NFkB inh, MC4R antag cAMP, NCOA1 inh, NCOA3 inh, NR2F2 inh, NOD2-RIPK2 inh
Listed for `COc1ccc(NC(=O)CN(C)C(=O)CNC(=O)c2ccc3ccccc3c2)cc1` = -23, -7, -1, -0.6, -107, -17, 8, -52, -53, -27, 1
Listed for `O=S1(=O)CCOCCCN1Cc1ccc(Cl)cc1` = -2, 4, 6, -1.6, -26, 2, 2, -11, -10, 5, 4

These rows are one share of the data; count on the stated rates, not on these rows.
